# HCMV inh – qHTS Assay for inhibitors of the human cytomegalovirus (HCMV). 4.5% of 410,000 active. activity change, negative = inhibition, % at 57.5 µM. HFF cells, HCMV-luciferase reporter, 72 h; active compounds read low; in the data active means activity change below about -60%; inconclusive means no clear call, values can overlap the other calls; inactive means above about -39%
#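 HFF cells seeded 16 h at 37C, treated with compounds, infected with luciferase-reporter HCMV at MOI 1 PFU/cell; luciferase read at 72 h post infection, normalized to buffer-only and Salinomycin controls.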
# AmpC detergent – qHTS Inhibitors of AmpC Beta-Lactamase (assay with detergent); AID 485294, 2010; AmpC hydrolysis of nitrocefin, absorbance 480 nm, 0.01% Triton; Potency, µM (doses to about 114 µM), inactives show at the top dose activity change, negative = inhibition, hits mostly inhibitors; 0.041% of 370,000 active; active means well fitted inhibition curve with a large enough effect; inconclusive means small, poorly fitted or top-dose-only effect;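 further: potency means the concentration at half of the fitted maximal effect; 0% = no-compound wells and -100% = no-enzyme wells; nearly all actives have a fitted effect of over 25% in size; some results filed as inactive show a strong effect at the top dose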
# Target sequence (P00811 whole entry, looked up): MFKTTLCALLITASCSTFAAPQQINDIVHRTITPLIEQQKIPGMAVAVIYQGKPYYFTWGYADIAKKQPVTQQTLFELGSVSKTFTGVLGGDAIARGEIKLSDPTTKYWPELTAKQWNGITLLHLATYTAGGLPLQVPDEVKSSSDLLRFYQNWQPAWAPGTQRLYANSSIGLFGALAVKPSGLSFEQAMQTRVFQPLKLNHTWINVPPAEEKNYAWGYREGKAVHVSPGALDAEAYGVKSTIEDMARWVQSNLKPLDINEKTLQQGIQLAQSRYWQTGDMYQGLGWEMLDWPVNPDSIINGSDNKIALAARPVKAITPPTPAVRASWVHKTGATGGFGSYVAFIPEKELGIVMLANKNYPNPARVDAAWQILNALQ
#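 AmpC (5.3 nM in the dispensed reagent) in 20 mM phosphate pH 7.0 with 0.01% (detergent screen) or 0.0001% Triton X-100 was preincubated with compounds for 15 min at room temperature. Nitrocefin was then added from an 800 uM solution, and hydrolysis was followed at 480 nm.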
# The depositor's hits bear a star; ? = inconclusive; [ ] = another dose, or the depositor's remark. Unless noted, on the % scale 0 is the no-effect control and ±100 the full control effect.
SMILES,HCMV inh,AmpC detergent
COc1cc(C(=O)NCCc2csc(-c3ccc(Cl)cc3)n2)cc(OC)c1OC,-15,-1%
COc1ccc(C(=O)Nc2cc(-c3nc4ccccc4s3)ccc2OC)cc1,1,-3%
CC(=O)Nc1cccc(NC(=O)CSc2cn(CC(=O)N(C(C)C)C(C)C)c3ccccc23)c1,-12,-4%
COc1cc(NC(=O)Cn2nc(-c3ccc(C)c(C)c3)ccc2=O)cc(OC)c1,10,14%
Cc1cc2c(cc1NS(=O)(=O)c1cccc(C#N)c1)n(C)c(=O)c(=O)n2C,22,7%
CCc1ccc(CNC(=O)c2cc(-c3ccc(Cl)s3)nc3ccccc23)cc1,-4,6%
COc1cc(C(=O)CC2(O)C(=O)N(Cc3ccccc3Cl)c3ccccc32)cc(OC)c1OC (stereo not given),-71*,3%
O=C(Nc1cc(C(F)(F)F)ccc1Cl)c1noc2c1CCCCC2,-2,25%
CN1C(=O)C2(SCC(=O)N2c2ccc(Cl)cc2)c2ccccc21 (stereo not given),9,2%
CCN(CC)S(=O)(=O)c1ccc2c(c1)N(CC(=O)Nc1c(C)cccc1C)C(=O)CO2,-15,-6%
CN1C(=O)C2CCCCN2c2ccc(C(=O)NCc3ccccc3Br)cc21 (stereo not given),?,-2%
COc1ccc(C)cc1NC(=O)c1oc2ccc(S(=O)(=O)N3CCOCC3)cc2c1C,-1,6%
Cc1ccc(CCNC(=O)C2CCCN(S(=O)(=O)c3ccc4c(c3)oc(=O)n4C)C2)cc1 (stereo not given),-4,9%
CCOc1ccccc1NC(=O)N1CCN(C)c2ncccc21,-31,9%
CCc1ccc(CNC(=O)c2ccc3c(c2)nc2n3CCC(C)C2)cc1 (stereo not given),-30,-5%
Cc1cccc(N2CCN(C(c3ccccc3)c3nnc(-c4ccccc4F)o3)CC2)c1C (stereo not given),-10,11%
Cc1cccc(Cc2c(C)nc3nc(SCC(=O)NCc4ccccc4)nn3c2C)c1,14,3%
COc1ccc2occ(CC(=O)Nc3ccc(S(=O)(=O)Nc4nc(C)cc(C)n4)cc3)c2c1,5,9%
N#Cc1ccccc1NS(=O)(=O)c1ccc(N2CCCCS2(=O)=O)cc1,8,15%
COc1ccc(OC)c(NC(=O)Cn2ccn(-c3ccc(F)cc3)c(=O)c2=O)c1,-1,20%
CCCNc1ccc(-c2nc(-c3ccco3)no2)cc1[N+](=O)[O-],85,16%
CCc1ccc(Cn2nnc(C(=O)Nc3ccc(C)cc3)c2N)cc1,11,3%
COc1ccccc1CNC(=O)CCc1c(C)nc2c(c(C)nn2-c2ccc(C)c(C)c2)c1C,-4,-5%
Cc1cccc(CNC(=O)C(=O)Nc2ccccc2C)c1,-1,-1%
O=C(Nc1ccccc1)c1ccc2c(O)c(S(=O)(=O)c3ccc(Cl)cc3)c(=O)[nH]c2c1,10,-1%
Cc1cc(F)ccc1Nc1nc2ccccc2n2nnnc12,-4,19%
CSc1ncc2c(n1)-c1ccccc1N(Cc1ccccc1C)S2(=O)=O,9,0%
Nc1c(C(=O)Nc2ccc(Cl)c(C(F)(F)F)c2)sc2nc3c(cc12)N1CCC3CC1,-93*,-1%
COc1ccc(C)cc1NC(=O)C1CCCN(S(=O)(=O)c2ccc3c(c2)oc(=O)n3C)C1 (stereo not given),-29,6%
CCC12CN3CC(C)(CN(C1)C3c1c(C)[nH]c3ccccc13)C2=O (stereo not given),7,15%
Cc1ccc(NC(=O)CSc2nc3c(oc4ccccc43)c(=O)n2Cc2ccco2)cc1F,10,-2%
Cc1ccccc1C(=O)Nc1sc2c(c1C(=O)N1CCC(C)CC1)CCCC2,-12,14%
CCOc1ccc(CN(C(=O)c2cc(=O)c3cc(Cl)ccc3o2)C2CCS(=O)(=O)C2)cc1 (stereo not given),25,5%
O=C(O)c1cccc(-n2cnc3cccnc32)c1,-14,14%
Cc1cc(C)cc(OCC(=O)N2CCC(c3nc4ccccc4o3)CC2)c1,76,-2%
CC(C)(C)OC(=O)N1CCC(c2c(C(=O)NC3CCCCC3)cnn2-c2cccc(F)c2)CC1,-11,14%
Cc1ccccc1NC(=O)c1c(NC(=O)Cc2ccccc2)sc2c1CCC2,-30,-7%
CCc1ccc(CNC(=O)c2cc3cc4ccc(OC)cc4nc3o2)cc1,-26,3%
CCOC(=O)c1c(C)oc2nc(C)nc(NCCc3ccc(C)cc3)c12,5,-2%
COc1ccc(-n2nnnc2C2CCN(S(=O)(=O)c3ccc(F)cc3Cl)CC2)cc1,?,20%
COC(=O)c1cc(NC(=O)c2cnc(SC)nc2-c2ccccc2)cc(C(=O)OC)c1,23,7%
Cc1cccc(OCCSc2nc3ccc(NC(=O)COc4ccccc4C)cc3s2)c1,-12,2%
Cc1ccc(C)c(N2CCN(c3nc4ccccc4c4nc(-c5cccnc5)nn34)CC2)c1,1,24%
Cc1ccc(CN2CCc3nc(N4CCN(C)CC4)ncc3C2)cc1,-6,-5%
Cc1ccc(NC(=O)CN2C(=O)C(c3ccc(F)cc3)=NC2(C)C)c(C)c1,-7,7%

# Entries of single compounds from above. Values in the order: HCMV inh	AmpC detergent
# `COc1cc(NC(=O)Cn2nc(-c3ccc(C)c(C)c3)ccc2=O)cc(OC)c1` as listed: 10	14%
# `CCCNc1ccc(-c2nc(-c3ccco3)no2)cc1[N+](=O)[O-]` as listed: 85	16%

# More results follow.
SMILES,HCMV inh,AmpC detergent
Cc1cccc(C(=O)N2c3ncnn3C3(CCCCC3)[C@@H]3CCCC[C@@H]32)c1,-7,26%
Cc1ccc(CNC(=O)C2COc3ccccc3C2)cc1 (stereo not given),-20,15%
O=C(Cn1c(=O)n(Cc2ccco2)c(=O)c2ccccc21)Nc1cccc(F)c1,-4,17%
COc1ccc(CCNS(=O)(=O)c2ccc(N3CCCCS3(=O)=O)cc2)cc1,-25,11%
Cc1cccc(C)c1NC(=O)C1CCN(S(=O)(=O)c2cccc3nsnc23)CC1,3,4%
CCN(CC)CCNC(=O)C1CCCN(c2nnc(C)c3c(C)n(-c4ccc(Cl)cc4)nc23)C1 (stereo not given),?,-7%
C=CCC(CC=C)(CNC(=O)C(=O)Nc1ccc(C)cc1)c1ccccc1,68,9%
COc1ccc(NC(=O)C2CCN(S(=O)(=O)c3cccc(-c4noc(C)n4)c3)CC2)cc1OC,-6,1%
CCCCOc1ccc(S(=O)(=O)Nc2ccc(-c3ccc(N4CCC(C)CC4)nn3)cc2)cc1,-16,30%
Cc1ccccc1NC(=O)C(=O)NCC1(c2ccccc2)CCCC1,9,11%
CC(=O)Nc1ccc(NC(=O)c2ncoc2-c2ccco2)cc1,0,-11%
COc1ccc2c(C)c(CCC(=O)NCCc3ccccc3OC)c(=O)oc2c1,-6,18%
COc1ccc(C)cc1Nc1nc2cc(Cl)c(Cl)cc2nc1-n1nc(C)cc1C,9,1%
CCC(C)NC(=O)c1ccccc1NC(=O)CN1C(=O)c2cccc3cccc1c23 (stereo not given),-5,-6%
CCOc1cc(S(=O)(=O)n2ccnc2C(C)C)ccc1Cl,33,16%
Cc1ccc(NS(=O)(=O)c2cnc(N)nc2)c(C)c1,-28,-6%
Cc1cc(C)c(Cn2c3ccccc3c3cnn(CC(=O)NCC(C)c4ccccc4)c(=O)c32)c(C)c1 (stereo not given),-2,-2%
COc1cccc(NC(=O)C2CCCN2S(=O)(=O)c2ccc3nc(-c4ccccc4)[nH]c3c2)c1 (stereo not given),-36,22%
CCOc1ccc2nc(N3CCN(C(=O)CS(=O)(=O)c4ccc(F)cc4)CC3)sc2c1,?,-1%
CCOc1ccc(C(=O)Nc2cccc(C(=O)OCc3cc(=O)n4cc(C)sc4n3)c2)cc1,9,9%
Cc1ccc(OCCSc2nc(C)c(Cc3ccccc3)c(=O)[nH]2)cc1,-4,-4%
Cc1ccc(Cl)cc1-n1c(CCC(=O)O)ccc1-c1cccs1,24,1%
Cc1ccc2ccc3cc(C(=O)N4CCN(c5ccccc5F)CC4)nc3c2[nH]1,5,9%
CCCc1cc(C(=O)Nc2c(C)nn(Cc3c(Cl)cccc3Cl)c2C)no1,-30,23%
Cc1cc(C)cc(N2C(=O)CSC23C(=O)N(CC(=O)NC2CCCCC2)c2ccccc23)c1 (stereo not given),-6,-7%
CCOC(=O)c1cccc(NC(=O)c2ccc3c(c2)nnn3CC)c1,-8,-6%
COCCn1ccc2c(OCC(=O)Nc3cccc(C(F)(F)F)c3)cccc2c1=O,-5,-6%
Cc1cccc(CSc2cn(CC(=O)N3CCCCC3)c3ccccc23)c1,70,-7%
O=C(Nc1ccc2oc(-c3cccnc3)nc2c1)c1ccc(-c2ccc(OC(F)(F)F)cc2)o1,-9,39%[activator]
Cc1cc(=O)n(CC(=O)N2CCCCC2)c2c1c(C)nn2C,0,-2%
Cc1ccc(Cl)cc1NC(=O)/C(C#N)=C\c1cn(Cc2ccc(F)cc2)c2ccccc12,-6,2%
Cc1cccc(OC(C)C(=O)NCC2(N(C)C)CCCCC2)c1C (stereo not given),-12,14%
Cc1ccc(S(=O)(=O)N2CCCc3cc(NC(=O)c4ccccc4Cl)ccc32)cc1,-24,-3%
COc1ccc(OC)c(CNC(=O)CCCn2nc(C)c3c(C)n(-c4ccc(C)cc4)nc3c2=O)c1,9,1%
CCOC(=O)c1c(C)[nH]c(CCC(=O)NCc2cccc(C)c2)c1C,0,7%
COc1ccc(Br)cc1Cn1nnc(C(=O)Nc2cccc(SC)c2)c1N,-24,-3%
CCCCN(CC)CCNC(=O)C1CCN(c2nnc(C)c3c(C)n(-c4ccc(C)cc4)nc23)CC1,?,12%
CCCOc1ccc(C(=O)Nc2ccc(Cl)c(-c3nc4ncccc4o3)c2)cc1,?,12%
COc1ccc(C(=O)c2c(N)c(C(=O)Nc3ccccc3Cl)c3ccccn23)cc1,5,1%
O=C(CSc1nc2c([nH]c3ccccc32)c(=O)n1-c1ccc(Cl)cc1)c1ccccc1,27,4%
COc1ccc(NC(=O)CN2CCCN(Cc3ccc(Cl)cc3)S2(=O)=O)cc1Cl,-30,-1%
Cc1ccc2c(c1)c1c(c(=O)n(Cc3ccccc3)c(=O)n1Cc1cccc(F)c1)n2C,30,-5%
CC(=O)c1ccc(NC(=O)C(C)n2nc(-c3ccccc3)ccc2=O)cc1 (stereo not given),-8,22%
COc1ccc(N2CCN(C(=O)Cn3cnc4sc(C)c(S(=O)(=O)N5CCC(C)CC5)c4c3=O)CC2)cc1,-2,7%
Cc1cc(C)c(/C=C/c2onc(C)c2S(=O)(=O)N2CCC(C(=O)NCc3ccco3)CC2)c(C)c1,-39,-4%
COC(=O)c1sc(-c2ccccc2)cc1NC(=O)Nc1ccccc1Cl,-32,4%
CCOc1ccccc1N(CC(=O)NCCSc1ccccc1)S(=O)(=O)c1ccccc1,-12,-7%
CCOc1ccccc1CNC(=O)CN1C(=O)CCn2nc(-c3cn(C)c4ccccc34)cc21,1,4%
Cc1ccc(-c2cn3cccc(C)c3n2)cc1NS(=O)(=O)c1ccccc1,-85*,17%
Cc1cc(N2CCN(C)CC2)nc2ccc(NC(=O)c3ccc(C(C)(C)C)cc3)cc12,-106*,13%
Cc1ccc(C2CC(=O)n3nc(-c4cccc(C)c4)nc3S2)cc1 (stereo not given),2,11%
Clc1ccc(CCNc2nc3ccccc3c3nc(-c4ccccc4)nn23)cc1,11,-3%
CCCCc1ccc(NC(=O)c2cc(-c3ccc(C)c(F)c3)on2)cc1,3,0%
O=C(NCCCc1ccccc1)C1CCN(C(=O)N2CCOc3ccc(Cl)cc32)CC1,-14,2%
CN(C1CCCCC1)S(=O)(=O)c1ccc2c(c1)c(=O)c(C(=O)NCCc1ccccc1)cn2C,0,2%
COc1cc(OC)c(N(C)C(=O)c2cn(C3CCCC3)c(=O)c3c2c2ccccc2n3C)cc1Cl,?,-4%
COc1ccc(Nc2cc(C(=O)NCCc3ccccc3)c3ccccc3n2)cc1OC,-3,-6%
O=c1c2sccc2n(Cc2cc(=O)n3ccccc3n2)c(=O)n1-c1cc(F)ccc1F,2,-5%
Cc1ccc(CN2C(=O)N(c3ccc(C)c(Cl)c3)S(=O)(=O)c3ccccc32)cc1,-32,14%
O=C(CSC1=Nc2ccccc2N=C(c2ccc(F)cc2)C1)NCc1ccc(Cl)cc1,-25,21%

# Reprinted from the listing for reference:
SMILES,HCMV inh,AmpC detergent
COC(=O)c1sc(-c2ccccc2)cc1NC(=O)Nc1ccccc1Cl,-32,4%
CCOc1ccccc1N(CC(=O)NCCSc1ccccc1)S(=O)(=O)c1ccccc1,-12,-7%
CCOc1ccccc1CNC(=O)CN1C(=O)CCn2nc(-c3cn(C)c4ccccc34)cc21,1,4%
Cc1ccc(-c2cn3cccc(C)c3n2)cc1NS(=O)(=O)c1ccccc1,-85*,17%
Cc1cc(N2CCN(C)CC2)nc2ccc(NC(=O)c3ccc(C(C)(C)C)cc3)cc12,-106*,13%
Cc1ccc(C2CC(=O)n3nc(-c4cccc(C)c4)nc3S2)cc1 (stereo not given),2,11%
Clc1ccc(CCNc2nc3ccccc3c3nc(-c4ccccc4)nn23)cc1,11,-3%
CCCCc1ccc(NC(=O)c2cc(-c3ccc(C)c(F)c3)on2)cc1,3,0%
O=C(NCCCc1ccccc1)C1CCN(C(=O)N2CCOc3ccc(Cl)cc32)CC1,-14,2%
CN(C1CCCCC1)S(=O)(=O)c1ccc2c(c1)c(=O)c(C(=O)NCCc1ccccc1)cn2C,0,2%
COc1cc(OC)c(N(C)C(=O)c2cn(C3CCCC3)c(=O)c3c2c2ccccc2n3C)cc1Cl,?,-4%
COc1ccc(Nc2cc(C(=O)NCCc3ccccc3)c3ccccc3n2)cc1OC,-3,-6%
O=c1c2sccc2n(Cc2cc(=O)n3ccccc3n2)c(=O)n1-c1cc(F)ccc1F,2,-5%

# The list is partial; count on the stated rates, not on these rows.
